# Source: PubChem BioAssay
# L3MBTL1 inh: blocks human L3MBTL1; Q9Y468; AlphaScreen L3MBTL1–H3K9me1 peptide binding; Potency, µM (doses to about 57.1 µM), without a hit: at the top dose activity, negative = inhibition, most hits filed as inhibitors; hit rate 0.66% among 230,000; AID 485360; further: nearly all actives have a fitted effect of over 60% in size
# Target sequence (Q9Y468 whole entry, looked up): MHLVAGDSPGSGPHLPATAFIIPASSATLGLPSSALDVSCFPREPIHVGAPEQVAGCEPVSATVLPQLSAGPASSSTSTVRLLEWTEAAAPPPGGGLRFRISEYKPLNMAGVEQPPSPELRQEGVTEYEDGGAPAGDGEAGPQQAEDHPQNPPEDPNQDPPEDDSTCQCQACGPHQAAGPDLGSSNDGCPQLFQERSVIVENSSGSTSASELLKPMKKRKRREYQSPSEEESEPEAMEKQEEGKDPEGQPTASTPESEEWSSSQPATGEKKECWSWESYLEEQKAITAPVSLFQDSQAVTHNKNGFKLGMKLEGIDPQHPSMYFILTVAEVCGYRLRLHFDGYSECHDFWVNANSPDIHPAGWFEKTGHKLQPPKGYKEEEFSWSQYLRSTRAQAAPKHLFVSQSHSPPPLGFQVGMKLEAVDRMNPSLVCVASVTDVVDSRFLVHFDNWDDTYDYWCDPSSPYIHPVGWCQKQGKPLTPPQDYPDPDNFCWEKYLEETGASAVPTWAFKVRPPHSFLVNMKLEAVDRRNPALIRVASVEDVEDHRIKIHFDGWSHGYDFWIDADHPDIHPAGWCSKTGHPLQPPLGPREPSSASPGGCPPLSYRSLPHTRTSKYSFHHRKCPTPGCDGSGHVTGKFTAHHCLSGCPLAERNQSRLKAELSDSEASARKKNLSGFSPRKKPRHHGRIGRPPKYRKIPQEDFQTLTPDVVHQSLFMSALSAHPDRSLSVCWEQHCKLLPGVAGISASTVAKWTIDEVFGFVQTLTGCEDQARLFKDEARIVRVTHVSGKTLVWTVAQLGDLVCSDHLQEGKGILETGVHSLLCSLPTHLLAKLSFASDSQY
#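 First, the protein-peptide complex forms for 30 min at room temperature (L3MBTL1 50 nM, biotinylated H3K9me1 peptide 75 nM). Next, compounds are pin-transferred and incubated 30 min. Finally, AlphaScreen beads are added and read after 30 min.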
# GAA glycogen mod: inhibitors or activators of human alpha-glucosidase glycogen cleavage. hit rate 0.38% among 300,000. recombinant GAA, glycogen substrate, Amplex Red glucose oxidase fluorescence. Potency, µM (doses to about 76.4 µM), for the others: at the top dose activity change, negative = inhibition, most hits filed as inhibitors;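 further: 0% = full enzyme reaction and -100% = no-enzyme basal signal; the screen sought inhibitors and activators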
#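 Recombinant human alpha-glucosidase (4 nM final) hydrolysed bovine liver glycogen (30 ug) for 40 min at 37 C in pH 5.0 citrate/phosphate with 0.01% Tween-20. Released glucose detected by glucose oxidase/Amplex Red, Ex 573/Em 610 nm. Compounds up to 77 uM; AC50 from Hill fits.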
# An asterisk follows results filed as active; ? = inconclusive; & = joins results of further samples; [ ] = dose if it differs, or a comment. The call rests on the fitted dose curve; in most records, active means well fitted curve in the direction sought with a large enough effect; inconclusive means small, poorly fitted or top-dose-only effect, or another doubt; inactive means no such curve, though single readings can be large; an effect the other way counts as inactive or inconclusive. Unless noted, on the % scale 0 is the no-effect control and ±100 the full control effect; potency means the concentration at half of the fitted maximal effect.
SMILES,L3MBTL1 inh,GAA glycogen mod
COc1ccc(N2C(=O)CC(N3CCN(c4ccccc4OC)CC3)C2=O)cc1 (stereo unspecified),0%,-7%[76.3 µM]
Cc1ccc(C(=O)Nc2ccncc2)cc1[N+](=O)[O-],15%,0%[76.3 µM]
Cc1cccc(C(=O)NC2CCN(CC(=O)Nc3ccccc3Cl)CC2)c1,8%,-1%[76.3 µM]
Cc1cccc(N2C(=O)c3cccc4cccc(c34)C2=O)c1,9%[2.29 µM],-5%[76.3 µM]
COc1cccc(NC(=O)C2C(c3ccccc3)C2(Cl)Cl)c1 (stereo unspecified),-4%[2.29 µM],-7%[76.3 µM]
CCN(CC)S(=O)(=O)c1ccc(NC(=O)c2cnc(C)cn2)cc1,6%[2.29 µM],8%[76.3 µM]
COc1ccc(CN2CCC(Cc3ccccc3)CC2)c(C)c1C,-1%,7%[76.3 µM]
[N-]=[N+]=NCCN1CCN(Cc2ccccc2)CCC1=O,1%,?
CCC(C)[C@H](NS(=O)(=O)c1ccc(C)cc1)C(=O)N1CCC(C(=O)N2CCC(C(N)=O)CC2)CC1 (stereo partly specified),-3%,-6%[76.3 µM]
Oc1ccc(Cl)cc1CNc1nccs1,-8%,-9%[76.3 µM]
CCOC(=O)C1CCCN(CCC(=O)Nc2cccc(Cl)c2C)C1 (stereo unspecified),4%,-19%[15.3 µM]
O=C(CCC1CCN(Cc2ccc(Cl)cc2)CC1)NC1CC1,2%,-11%[76.3 µM]
O=C(Oc1ccccc1)N1CCOCC1,-4%,3%[76.3 µM]
CCc1cc(=O)oc2cc(C)cc(OCC(=O)NC(Cc3ccc(Cl)cc3)C(=O)O)c12 (stereo unspecified),7%,16%[76.3 µM]
Clc1cc(Br)ccc1OCCOCCN1CCCC1,-1%,4%[76.3 µM]
O=C(Nc1nnc(S(=O)(=O)N2CCOCC2)s1)c1ccccc1,-3%,7%[76.3 µM]
N=c1n(CCN2CCOCC2)c2ccccc2n1CC(=O)c1cccc([N+](=O)[O-])c1,-9%,-1%[76.3 µM]
CCOc1cccc(CNCCCSc2ncccn2)c1,3%,-8%[76.3 µM]
CC(=O)NS(=O)(=O)c1ccc2c(c1)Cc1cc(S(=O)(=O)NC(C)=O)ccc1-2,-2%[2.29 µM],0%[76.3 µM]
Cc1ccc(CNc2ccc(N3CCOCC3)cc2)cc1,?,6.3µM*
CC(=O)N1CCN(CC(O)COc2ccc(Br)cc2)CC1 (stereo unspecified),6%,11%[76.3 µM]
CCOc1cc(CN2CCCCCC2)ccc1OC,28%,-3%[76.3 µM]
COc1cc(/C=C/C(=O)c2ccc3c(c2)OCCO3)cc(OC)c1OC,-4%,2%[76.3 µM]
Cc1cc(C)c(S(=O)(=O)NC2CC(C)(C)NC(C)(C)C2)cc1C,0%,-10%[76.3 µM]
COc1ccc(C2=NS(=O)(=O)N(C)C(C(=O)NCc3ccc(F)cc3)=C2)cc1OC,-2%,7%[76.3 µM]
O=C(CSCc1ccccc1Cl)Nc1ccc(C(=O)O)cc1,6%[2.29 µM],17%[76.3 µM]
COc1ccc(OC(=O)Cc2cccc3ccccc23)cc1,53%[activator],-12%[76.3 µM]
Cc1nc2nc(SCc3ccccc3)[nH]n2c(=O)c1CCC(C)C,-1%,-5%[76.3 µM]
COc1cc(/C=C2/SC(=O)NC2=O)ccc1OCc1ccccc1,3%,-11%[76.3 µM]
O=[N+]([O-])c1cc([N+](=O)[O-])c(Oc2ccccc2F)cc1NN1CCCCC1,-9%,-12%[76.3 µM]
CC(C)Nc1ccc(C(CC(N)=O)NC(=O)c2ccccc2)cc1[N+](=O)[O-] (stereo unspecified),-8%,11%[76.3 µM]
O=C(NCCc1ccccc1)c1nnc(CS(=O)(=O)c2ccccc2)o1,1%,27%[76.3 µM]
O=C(Nc1ccc(Br)cc1)c1cc([N+](=O)[O-])cc([N+](=O)[O-])c1,3%,13%[76.3 µM]
CC(=O)N1CCCC(N2CCN(c3cccc(C(F)(F)F)c3)CC2)C1 (stereo unspecified),-5%[2.29 µM],-6%[76.3 µM]
Cc1cccc(CC(=O)NC2CCN(C)CC2)c1,-9%,-1%[76.3 µM]
COc1ccccc1C(=O)Nc1cccc(C(=O)c2ccccc2)c1,2%,14%[76.3 µM]
Nc1ccc(Oc2ccc3c(c2)C(=O)NC3=O)cc1,2%[2.29 µM],13%[76.3 µM]
COCc1nnc(NS(=O)(=O)c2ccc(Cl)cc2)s1,-1%,7%[76.3 µM]
Cc1cccc(C)c1OCC(=O)N1CCc2ccccc2C1,-6%[2.29 µM],-13%[76.3 µM]
CS(=O)(=O)N(CC(=O)O)c1ccc(C23CC4CC(CC(C4)C2)C3)cc1,-1%[2.29 µM],-1%[76.3 µM]
CC(C)NC(=O)c1ccc2c(c1)N(Cc1ccccc1)C(=O)C(C)(C)O2,2%,22%[76.3 µM]
CCCN1C2CCCC1CC(NC(=O)c1cc(OC)cc(OC)c1)C2 (stereo unspecified),0%,10%[76.3 µM]
CCCCC(=O)Nc1nnc(S(=O)(=O)N2CCCc3ccccc32)s1,7%,-13%[76.3 µM]
CC(=O)c1ccc(NC(=O)C2C3CCC(C3)C2C(=O)O)cc1 (stereo unspecified),8%,-8%[76.3 µM]
Cc1ccc(C)c(NC(=O)CCN2CCC(C)CC2)c1,6%,0%[76.3 µM]
C=CCOC(=O)C1=C(C)NC(=O)NC1c1ccc(N(C)C)cc1 (stereo unspecified),-2%,6%[76.3 µM]
C=CCc1cccc(CNc2cnc3ccccc3c2)c1O,0%,5%[76.3 µM]
O=C1C2C3C=CC(CC3)C2C(=O)N1c1ccc([N+](=O)[O-])cc1 (stereo unspecified),2%,7%[76.3 µM]
Cc1ccc(C(=O)CCC(=O)Nc2ccccc2C)c(C)c1,2%,0%[76.3 µM]
O=C(NCCCCl)C1CC(=O)N(CCc2ccc(F)cc2)C1 (stereo unspecified),10%,4%[76.3 µM]

# Next results:
SMILES,L3MBTL1 inh,GAA glycogen mod
CC1(OCON)CCCc2ccccc21 (stereo unspecified),7%,-10%[76.3 µM]
OCCC1CN(CC2CCCCC2)CCN1C1CCCC1 (stereo unspecified),-4%[2.29 µM],10%[76.3 µM]
COc1ccc(-c2cc(-c3ccc(O)cc3)nc(N)c2C#N)cc1,7%[2.29 µM],15%[76.3 µM]
O=C(NCc1ccccc1)N1CCNCC1,3%[2.29 µM],-1%[76.3 µM]
COc1ccc(NC(=O)c2cc(S(=O)(=O)N3CCc4ccccc43)cn2C)cc1OC,-12%,5%[76.3 µM]
Cc1cccc(/C=N\N=C\c2cccc(C)c2)c1,-9%[2.29 µM],-17%[76.3 µM]
CCOc1ccc(NC(=O)CN2C(=O)c3ccccc3C2=O)cc1,-7%,-3%[76.3 µM]
O=C(CNC(=O)c1cccc(Br)c1)N/N=C/c1cccs1,0%,6%[76.3 µM]
COc1ccc(CNC(=O)C[C@H]2C(=O)N(CCc3ccccc3)C[C@@H]2Cc2ccccc2)cc1,6%,23%[76.3 µM]
Cc1c(C(c2ccccc2Br)c2c(C)n(C)n(-c3ccccc3)c2=O)c(=O)n(-c2ccccc2)n1C,1%,-14%[76.3 µM]
Cc1cc(=O)oc2c(CN3CCN(CCO)CC3)c(O)ccc12,7%,0%[76.3 µM]
COc1ccc(-c2cc(C(F)(F)F)c3c(N)c(C(=O)NCCSC)sc3n2)cc1,0%,2%[76.3 µM]
c1ccc(-c2onc(-c3ccco3)c2-c2ccc3c(c2)OCO3)cc1,-4%,-11%[76.3 µM]
O=C(O)c1ccc(N2C(=O)CC(N3CCN(c4ccc(Cl)cc4)CC3)C2=O)cc1 (stereo unspecified),10%,3%[76.3 µM]
Cc1ccc(Nc2nc(N)c3ccccc3n2)cc1Cl,2%,-12%[76.3 µM]
Cc1cccc(OCCn2ccnc2)c1C,6%,-9%[76.3 µM]
CCOC(=O)CNC(=O)CSc1nc(Cc2ccccc2)nc2ccccc12,1%,12%[76.3 µM]
CCN(CC)S(=O)(=O)c1ccc(-c2cn3cc(Cl)ccc3n2)cc1,-11%,-12%[76.3 µM]
CCOC(=O)C1CCCN(S(=O)(=O)c2cc3c(cc2Cl)NC(=O)CO3)C1 (stereo unspecified),2%,13%[76.3 µM]
CC(C)Cc1nnc(NC(=O)CC(C)c2ccccc2)s1 (stereo unspecified),10%,-9%[76.3 µM]

# Reprinted at random: 4 records from the list
SMILES,L3MBTL1 inh,GAA glycogen mod
Cc1ccc(Nc2nc(N)c3ccccc3n2)cc1Cl,2%,-12%[76.3 µM]
Cc1cccc(OCCn2ccnc2)c1C,6%,-9%[76.3 µM]
CCN(CC)S(=O)(=O)c1ccc(-c2cn3cc(Cl)ccc3n2)cc1,-11%,-12%[76.3 µM]
Cc1cc(=O)oc2c(CN3CCN(CCO)CC3)c(O)ccc12,7%,0%[76.3 µM]

# (cont.)
SMILES,L3MBTL1 inh,GAA glycogen mod
COc1ccc(OC)c(NC(=O)c2cccnc2)c1,12%[2.29 µM],-4%[76.3 µM]
CCOC(=O)c1cnc2c(C)c(Cl)ccc2c1N1CCN(CC)CC1,-3%,-10%[76.3 µM]
O=C(Nc1ncccn1)c1ccc([N+](=O)[O-])cc1Cl,11%,22%[76.3 µM]
COc1cc(C(=O)N(C)CCOc2ccc(C)cc2)ccc1OC1CCN(C(C)=O)CC1,2%,-17%[76.3 µM]
CCOc1cc(C(=O)Nc2ccc(N3CCN(C(C)=O)CC3)cc2)cc(OCC)c1OCC,3%,-9%[76.3 µM]
CCN1CCN(Cc2ccc(NC(=O)c3ccc(C)c(/C=C/c4cnc(Nc5cc(N6CCNCC6)nc(C)n5)cn4)c3)cc2C(F)(F)F)CC1,-4%,13%[76.3 µM]
CC(C)C(=O)Nc1nnc(S(=O)(=O)N2CCCc3ccccc32)s1,0%,16%[76.3 µM]
CCOC(=O)C1(CCCc2ccccc2)CCN(C(=O)CSC)CC1,-2%,2%[76.3 µM]
Cc1cccc(C)c1CC(=O)N1CCOCC1,-10%,2%[76.3 µM]
CC1=C(C(=O)OCc2ccccc2)C(c2ccc([N+](=O)[O-])cc2)NC(=O)N1C (stereo unspecified),-6%,-11%[76.3 µM]
Cc1ccc(-c2csc3ncn(CC(N)=O)c(=O)c23)cc1C,6%,4%[76.3 µM]
CC(NC(=O)N1CCOCC1)c1ccccc1 (stereo unspecified),-4%,-9%[76.3 µM]
CC1(C)CC(NC(=O)c2ccc(Cl)cc2)CC(C)(C)N1,10%,-3%[76.3 µM]
CC(C)=CC(=O)N1CCCC(N2CCN(c3ccccc3C)CC2)C1 (stereo unspecified),2%,4%[76.3 µM]
O=C(O)c1ccc2[nH]c3c(c2c1)CCCC3,-9%,10%[76.3 µM]
COc1ccccc1CNC(=O)CCCn1nc(C)n2ccnc2c1=O,1%,3%[76.3 µM]
COC(=O)c1cc(C(=O)N2CCc3ccccc32)cc([N+](=O)[O-])c1,-7%,11%[76.3 µM]
O=C(N1CCCCC1)C1(c2ccccc2)CCCCC1,1%,5%[76.3 µM]
C/C(=N\NC(=O)c1ccccc1)c1c(C)[nH]n(-c2ccccc2)c1=O,7%,-2%[76.3 µM]
COc1cccc(NS(=O)(=O)c2ccc3c(c2)NC(=O)C(C)C(=O)N3)c1 (stereo unspecified),1%,10%[76.3 µM]

# By substructure: the compounds so far containing two or more sulfur atoms
SMILES,L3MBTL1 inh,GAA glycogen mod
O=C(Nc1nnc(S(=O)(=O)N2CCOCC2)s1)c1ccccc1,-3%,7%[76.3 µM]
CC(=O)NS(=O)(=O)c1ccc2c(c1)Cc1cc(S(=O)(=O)NC(C)=O)ccc1-2,-2%[2.29 µM],0%[76.3 µM]
COCc1nnc(NS(=O)(=O)c2ccc(Cl)cc2)s1,-1%,7%[76.3 µM]
CCCCC(=O)Nc1nnc(S(=O)(=O)N2CCCc3ccccc32)s1,7%,-13%[76.3 µM]
COc1ccc(-c2cc(C(F)(F)F)c3c(N)c(C(=O)NCCSC)sc3n2)cc1,0%,2%[76.3 µM]
CC(C)C(=O)Nc1nnc(S(=O)(=O)N2CCCc3ccccc32)s1,0%,16%[76.3 µM]

# Next records
SMILES,L3MBTL1 inh,GAA glycogen mod
COc1ccccc1C(=O)Nc1nc2ccccc2s1,34%[activator][2.29 µM],-1%[76.3 µM]
Fc1ccc(CNC2CCN(Cc3ccccc3)CC2)cc1,-6%,-7%[76.3 µM]
O=[N+]([O-])c1cccc(CN2CCN(c3ncccn3)CC2)c1,-7%,-13%[15.3 µM]
CC(C)(C)c1ccc(/C=C/C(=O)NCCCN2CCOCC2)cc1,4%,4%[76.3 µM]
CCN(C(=O)Cn1c(=O)oc2cc(S(=O)(=O)N3CCCC3)ccc21)c1ccc(OC)cc1,0%,10%[76.3 µM]
Cc1ccc(OCCNCc2ccccc2)c(C)c1,-12%,-8%[76.3 µM]
Cc1ccc(S(=O)(=O)N2CCCC(N3CCOCC3)C2)cc1Cl (stereo unspecified),-1%,-3%[76.3 µM]
CCOC(=O)C1(CC)NC(c2ccc(OC)c(OC)c2)C2C(=O)N(c3cccc(C(C)=O)c3)C(=O)C21 (stereo unspecified),7%,3%[76.3 µM]
C=CCN=C1N[C@@H](c2ccccc2)C(C(=O)OC)=C(C)N1CC,1%,-8%&13%[76.3 µM]
COc1ccc(C2c3cc(OC)c(OC)cc3CCN2C(=O)c2ccccc2)cc1OC (stereo unspecified),-6%,-1%[76.3 µM]
O=C(O)CCCC(=O)NNc1nc(-c2ccccc2)c2cc(Cl)ccc2n1,-8%,-16%[76.3 µM]

# Only part of the results is shown (hit frequency here may not be typical).
